OX1R antag-1: OX1R (human) antagonism. 330,000 tested, 1.8% active. O43613. inhibition, % at 6.6 µM. OX1R-expressing cells, FRET antagonist read-out. AID 485270; in the data active = inhibition mostly above about 38%, no sharp cut-off; inactive = mostly below about 40%;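 note: 0% = agonist challenge alone and 100% = reference antagonist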
Target sequence (O43613 whole entry, looked up): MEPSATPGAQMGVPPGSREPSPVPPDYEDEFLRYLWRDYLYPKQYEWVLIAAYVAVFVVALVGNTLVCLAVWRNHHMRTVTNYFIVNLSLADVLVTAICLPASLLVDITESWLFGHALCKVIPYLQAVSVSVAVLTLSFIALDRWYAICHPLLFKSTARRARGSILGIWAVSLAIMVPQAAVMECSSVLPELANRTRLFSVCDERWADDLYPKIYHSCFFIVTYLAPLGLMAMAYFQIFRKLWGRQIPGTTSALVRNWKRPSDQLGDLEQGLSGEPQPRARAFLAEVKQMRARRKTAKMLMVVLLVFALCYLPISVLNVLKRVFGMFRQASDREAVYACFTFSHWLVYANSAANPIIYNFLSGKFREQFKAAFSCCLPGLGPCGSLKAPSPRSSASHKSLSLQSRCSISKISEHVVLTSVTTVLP
OX1R antag-2: blocks the human orexin 1 receptor; O43613; CHO/OX1R cells, Fluo-8 calcium fluorescence, orexin A; inhibition, % at 5 µM; 330,000 tested, 0.43% active; AID 434989;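 active = inhibition above its plate's threshold, mean inhibition of all tested compounds on the plate plus 3 SD, cut at about 37% in these data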;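 note: 0% = orexin A challenge wells and 100% = SB-334867-A antagonist wells; not every result past the cut was called active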
* hit, by the source's call.

SMILES | OX1R antag-1 | OX1R antag-2
CN(c1ccccc1)C(c1ccc(F)cc1)c1nnnn1CC1CCCO1 (configuration not stated) | 15 | -20
COc1ccc(-n2nc(C(=O)NCC(=O)NC(C)C)c3ccccc3c2=O)c(OC)c1 | -2 | -9
CC(C(=O)NCCc1ccc(Cl)cc1)n1c(=O)c2cccn2c2cccnc21 (configuration not stated) | 9 | -22
CCCCCCCCCC(=O)NNC(=O)c1c(O)c2ccccc2n(CCC)c1=O | 7 | -4
CCN(CC)CC(=O)Nc1ccc2c(c1)N(C(=O)CN(CC)CC)c1ccccc1CC2 | 22 | -10
O=C(NC1CCCCCC1)C1c2ccccc2C(=O)N1Cc1ccco1 (configuration not stated) | 15 | -24
CC(=NNS(=O)(=O)c1cccc([N+](=O)[O-])c1)c1ccc(-n2ccnc2)cc1 | 16 | -8
O=C(c1cccc(Cl)c1)N1CCC(N2CCC(C(=O)N3CCOCC3)CC2)CC1 | 2 | -19
CCN(CC)S(=O)(=O)c1cccc(N2CC(O)=C(c3ccccc3)C2=N)c1 | 11 | -16
CCc1nonc1NC(=O)c1oc2ccc(C)cc2c1C | 25 | -11
COC(=O)C1=C(C)N(CC2CC2)C(=NCCN2CCOCC2)N[C@H]1c1ccccc1 | 27 | 0
O=C1N[C@@H](c2ccccc2)COC(=O)[C@H](Cc2ccc(F)cc2)CC/C=C/C[C@H]1CC(=O)N(CCO)Cc1ccccc1 | 4 | -7
CCN1CCN(Cc2ccc(NC(=O)c3ccc(C)c(NC(=O)c4c[nH]c5cc(C(F)(F)F)ccc5c4=O)c3)cc2C(F)(F)F)CC1 | 21 | 10
CC(Nc1ccc(Cl)cc1)C(=O)NN (configuration not stated) | 8 | 4
Cc1nc(N2CCCCC2)sc1C(=O)c1cccc([N+](=O)[O-])c1 | 35 | -35
COCC(C)n1c(C)cc(C(=O)Cn2nc(C(=O)O)c3ccccc3c2=O)c1C (configuration not stated) | 36 | -20
O=C(CSc1nc2ccc(NC(=O)CSc3nnnn3Cc3ccccc3)cc2s1)Nc1ccccc1 | 22 | 6
COc1ccc(O)c(/C=N/N=C2/C(=O)Nc3ccccc32)c1 | 12 | 2
O=C(Nc1nc2c(s1)CCCC2)c1ccc(Br)s1 | 30 | -10
COc1ccc(OC)c(-c2cc(C(=O)Nc3c(C)nn(Cc4ccccc4)c3C)no2)c1 | 7 | -6
COc1cccc(-c2nn(C)c3sc(C(=O)NCc4ccco4)cc23)c1 | 37 | 0
O=C(COC(=O)/C=C/c1ccco1)NCc1ccc(Cl)cc1 | 4 | -5
Cc1cc(C)c2c(N)c(C(=O)c3ccc(Br)cc3)oc2n1 | 4 | -9
O=c1c[n+]([O-])c2ccccc2n1OCc1c(F)cccc1F | 81* | 1
CN1CCC(N(C)C(=O)c2cccc(S(=O)(=O)N3CCOCC3)c2)CC1 | -3 | -4
N/C(Cc1ccc([N+](=O)[O-])cc1)=N\OC(=O)COc1cccc2ccccc12 | -3 | 7
Cc1cc(-c2n[nH]c(=S)n2Cc2ccco2)n(C)n1 | 2 | -7
O=C1N=C(N2CCc3ccccc3C2)S/C1=C\c1cccc(O)c1 | 18 | -24
COCCNc1nc2c(c(=O)[nH]c(=O)n2C)n1CCCc1ccccc1 | -3 | -10
CCN1CCN(c2ccc(S(=O)(=O)N3CCCCC3)cc2NC(=O)c2ccc([N+](=O)[O-])s2)CC1 | 46 | -25

An excerpt from the list above, as a working copy:
SMILES | OX1R antag-1 | OX1R antag-2
CN1CCC(N(C)C(=O)c2cccc(S(=O)(=O)N3CCOCC3)c2)CC1 | -3 | -4
N/C(Cc1ccc([N+](=O)[O-])cc1)=N\OC(=O)COc1cccc2ccccc12 | -3 | 7
Cc1cc(-c2n[nH]c(=S)n2Cc2ccco2)n(C)n1 | 2 | -7
O=C1N=C(N2CCc3ccccc3C2)S/C1=C\c1cccc(O)c1 | 18 | -24
COCCNc1nc2c(c(=O)[nH]c(=O)n2C)n1CCCc1ccccc1 | -3 | -10
CCN1CCN(c2ccc(S(=O)(=O)N3CCCCC3)cc2NC(=O)c2ccc([N+](=O)[O-])s2)CC1 | 46 | -25

(listing goes on)
SMILES | OX1R antag-1 | OX1R antag-2
COc1ccc(C(=O)NCC(=O)OCC(=O)N2CC(C)CC(C)C2)cc1 (configuration not stated) | 24 | -4
Cc1ccccc1Cn1ccc(-c2ccc(Cl)cc2)c(C#N)c1=O | 13 | -7
COc1ccc(C(=O)NC(=S)NCCO)cc1Br | 17 | 0
Cn1c(=O)c2c(SCC(=O)N3CCCCC3)nc(-c3ccccc3F)nc2n(C)c1=O | 15 | -14
Cc1ccc(Nc2c(-c3ccc(N4CCOCC4)cc3)nc3ncccn23)c(C)c1 | 13 | -21
Cc1ccc(C(=O)OCC(=O)N2CCC(c3ccccc3)=N2)c(C)c1 | 17 | -9
CNC(=O)c1c[nH]c2ccc(S(=O)(=O)Nc3ccccc3F)cc2c1=O | 16 | -8
Cc1ccc(/C=N/NC(=O)CSc2nc3ccccc3n2Cc2ccc(Cl)cc2)o1 | 18 | -21
O=C(Oc1ccc(Br)cc1C(=S)N1CCCC1)c1ccccc1Cl | 15 | -2
COc1ccccc1N(CC(=O)N1CCCC1)S(=O)(=O)c1ccc(C)cc1 | 19 | -16
C=CCOC(=O)C1=C[C@@H](c2ccccc2)C[C@@H](OCc2ccc(CO)cc2)O1 | 19 | -18
Cc1ccc(/C=N/c2sc3c(c2C#N)CCCCC3)o1 | 17 | 1
Cc1ccccc1C(=O)Nc1ccc(N2CCOCC2)nc1 | 8 | 6
COC(C)(C)[C@H](O)COc1c2ccoc2cc2oc(=O)ccc12 | -4 | -20
Cc1ccc(S(=O)(=O)N(C)C)cc1NC(=O)COC(=O)c1ccc2c(c1)OCO2 | 3 | -24
COc1cc(OC)cc(C(=O)N[C@@H](CCSC)c2nc3ccccc3[nH]2)c1 | 13 | -32
Cc1ccc(CSc2ccc(-c3ccco3)nn2)cc1 | 14 | -7
N#CCCN(C(=O)COC(=O)c1ccc(S(=O)(=O)N2CCCC2)cc1)c1cccc(Cl)c1 | 13 | -8
O=C(N/N=C\c1ccc(Sc2ccccn2)o1)c1cccc(Br)c1 | 8 | -12
CCC1Oc2ccccc2N(CC(=O)NCCCN2CCOCC2)C1=O (configuration not stated) | 11 | -5
O=C(O)CSCCCC(=O)Nc1ccc(Br)cc1 | 14 | -3
COc1ccc(CNC(=O)COc2ccccc2C(=O)c2cnn(-c3ccccc3)c2)cc1OC | 20 | -1
COC(=O)Cc1cc(=O)n(-c2nc3ccccc3[nH]2)[nH]1 | 13 | 11
CC(C)CN(C(=O)COc1ccc([N+](=O)[O-])cc1)c1c(N)n(CC(C)C)c(=O)[nH]c1=O | 5 | 0
O=C(C(=O)N1CCN(c2ccccc2Cl)CC1)c1c[nH]c2ccccc12 | 16 | -16
c1ccc(-c2noc(C34CC5CC(CC(C5)C3)C4)n2)nc1 | 23 | -13
CCOc1ccccc1NC(=O)COC(=O)C(CC)c1ccccc1 (configuration not stated) | 18 | -18
CNC(=O)c1ccc(NC(=O)c2cc(S(=O)(=O)N(C)C)ccc2N2CCCC2)cc1 | 0 | -20
Cc1nc(-c2cccc(NC(=O)c3cccs3)c2)cs1 | 45 | -22
CCOc1ccccc1N1CC(C(=O)Nc2cc(S(C)(=O)=O)ccc2Cl)CC1=O (configuration not stated) | 14 | -27

7 compounds picked at random from those above, as already listed:
SMILES | OX1R antag-1 | OX1R antag-2
COC(=O)Cc1cc(=O)n(-c2nc3ccccc3[nH]2)[nH]1 | 13 | 11
CCC1Oc2ccccc2N(CC(=O)NCCCN2CCOCC2)C1=O (configuration not stated) | 11 | -5
N#CCCN(C(=O)COC(=O)c1ccc(S(=O)(=O)N2CCCC2)cc1)c1cccc(Cl)c1 | 13 | -8
COc1cc(OC)cc(C(=O)N[C@@H](CCSC)c2nc3ccccc3[nH]2)c1 | 13 | -32
CC(C)CN(C(=O)COc1ccc([N+](=O)[O-])cc1)c1c(N)n(CC(C)C)c(=O)[nH]c1=O | 5 | 0
COc1ccc(CNC(=O)COc2ccccc2C(=O)c2cnn(-c3ccccc3)c2)cc1OC | 20 | -1
O=C(O)CSCCCC(=O)Nc1ccc(Br)cc1 | 14 | -3

More records:
SMILES | OX1R antag-1 | OX1R antag-2
c1ccc2c(C[C@@H]3CNCCN3CCCCC3CCCCC3)cccc2c1 | 6 | -15
CCOc1cc(/C=C/C(=O)OCC(=O)NC2CCS(=O)(=O)C2)ccc1OCc1ccccc1 (configuration not stated) | 8 | -49
Cc1c(C=O)c2ccccc2n1CC(=O)NCc1ccc2c(c1)OCO2 | 8 | -11
CN(C)CCC(O)c1ccccc1 (configuration not stated) | 9 | -10
CCc1ccc(CC2(O)CC(C)N(C)CC2C)cc1 (configuration not stated) | 8 | -22
CCn1c(SCc2nc3ccccc3s2)nnc1-c1ccccc1 | 14 | -16
CCOC(=O)c1ccc(NC(=S)Nc2cc(C)cc(C)n2)cc1 | 8 | -23
Cc1ccccc1NC(=O)N1C2CCC1CC(O)(c1cccnc1)C2 (configuration not stated) | 12 | 0
O=C(Nc1cccc(CCc2ccccn2)c1)c1ccc(Cl)cc1 | 10 | -31
c1ccc(OCCN2CCOCC2)cc1 | -7 | -17
COc1ccc(C(=O)Nc2nnc(C)s2)cc1S(=O)(=O)N1CCOCC1 | 7 | -7
c1cc2c3c(cccc3c1)C(N1CCCCCC1)=N2 | 27 | -1
COc1ccc(NC(=O)COc2ccc(/C=C/c3cccc[n+]3C)cc2OC)cc1 | 29 | -16
COc1ccc(-c2c(C(C)=O)c(C)n(C)c2C)cc1 | 9 | -9
CCN(CC)S(=O)(=O)c1ccc(C)c(NC(=O)CNCc2ccccc2OC)c1 | -12 | -21

Some of these compounds in order of count of non-hydrogen atoms, low to high:
SMILES | OX1R antag-1 | OX1R antag-2
c1cc2c3c(cccc3c1)C(N1CCCCCC1)=N2 | 27 | -1
CCOC(=O)c1ccc(NC(=S)Nc2cc(C)cc(C)n2)cc1 | 8 | -23
CCN(CC)S(=O)(=O)c1ccc(C)c(NC(=O)CNCc2ccccc2OC)c1 | -12 | -21

(more compounds)
SMILES | OX1R antag-1 | OX1R antag-2
Cc1ccc(C(=O)COC(=O)CNC(=O)c2ccc(Br)o2)cc1[N+](=O)[O-] | 6 | -18
COCc1cc(C)nc(SCC(=O)Nc2cc(C(F)(F)F)ccc2N2CCOCC2)c1C#N | 10 | -19
Cn1c(CN2CCN(CCO)CC2)c(C#N)c2ccccc21 | 14 | -5
Cn1c(=O)c2c(nc(NCCO)n2C)n(C)c1=O | 12 | -32
C#CC[N+]1(CC#Cc2cccc(C)c2)CCCCC1 | 15 | -18
CC(C)Nc1nc(-c2ccccn2)nc(-c2ccccc2)c1C#N | 20 | -18
COc1nc(Nc2ccc(-c3nc4ccccc4o3)cc2)nc(N2CCOCC2)n1 | 32 | -29
COc1ccc(Nc2nc(N)c([N+](=O)[O-])c(NC3CCCCC3)n2)cc1 | 22 | -72
C=CCNC(=O)c1ccccc1NS(=O)(=O)c1ccc(OC)c(C(=O)N2CCOCC2)c1 | 7 | -8
Cc1cc(CNC(=O)c2ccc(C)c([N+](=O)[O-])c2)c2ccccc2n1 | 8 | -10
Nc1nonc1N/N=C/c1c(O)ccc2ccccc12 | 72 | 50*
Cn1c(=O)c(=O)n(C)c2cc(S(=O)(=O)N3CCc4ccccc43)ccc21 | 6 | -20
Cc1cccc(C)c1NC(=O)CCS(=O)(=O)c1cccc2nsnc12 | 70* | -24
FC(F)(F)c1cccc(OCCN2CCN(Cc3ccccc3)CC2)c1 | 10 | -26
Cc1cc(C)n(-c2cccc(F)n2)n1 | 7 | 1
O=C(c1cccc(Oc2ccccc2)c1)N1CCOCC1 | 13 | -14
C=CCOc1ccccc1C(=O)/C=C1/C(=O)Nc2ccccc21 | 20 | 17
COc1ccc(C(=O)Nc2ccc(NC(=O)c3ccco3)c(Cl)c2)cc1OC | 8 | -30
CC(=O)Nc1c(C)ccc(CNC(=O)COc2cc(C)ccc2C)c1C | 15 | -10
O=C(C1CCN(S(=O)(=O)c2cccs2)CC1)N1CCc2ccccc2C1 | -4 | -9
COCCNC(=O)CCCn1c(=O)c2ccccc2n(Cc2cccc([N+](=O)[O-])c2)c1=O | 9 | -10
CCOC(=O)C1CCN(C(=O)c2cc(OCC)c(OCC)c(OCC)c2)CC1 | 2 | -16
Cc1cc(C)n(-c2nnc3n2N=C(c2c[nH]c4ccccc24)CS3)n1 | 26 | -16
CC(C)NC(=S)NNc1ncnc2sc3c(c12)CC(C)(C)OC3 | 2 | -20
O=C1CN(C(=O)CNCc2ccccc2Cl)c2ccccc2N1 | 26 | -3
NC(=O)c1oc2ccccc2c1NC(=O)CCc1ccccc1 | 16 | -20
C=CCN1C(=O)C(CC(=O)Nc2ccccc2)S/C1=N/c1nccs1 (configuration not stated) | 18 | -13
O=C(CCn1nnc2ccccc21)Nc1nnc(Cc2ccc(F)cc2)s1 | 14 | -17
CCCCn1c(N)c(N(CCOC)C(=O)c2cc3c(s2)CCC3)c(=O)[nH]c1=O | 18 | -15
CCCCn1c(N)c(N(Cc2ccccc2OC)C(=O)COc2cc(C)ccc2Cl)c(=O)[nH]c1=O | 14 | -17
Cc1nnc(SCC(=O)N2CCN(c3ccccc3)CC2)n1C1CC1 | -1 | -13
CCN(CC(=O)Nc1ccc(NC(C)=O)cc1)C(=O)c1cccc(Oc2ccccc2)c1 | 6 | -3
CC1CCN(CC(C)OC(=O)c2ccc3c(c2)OCCO3)CC1 (configuration not stated) | 4 | -19
O=c1c2ccccc2c(=O)n(-c2ccccc2)n1CCCCBr | 20 | -10
Cc1csc(=O)n1CCC(=O)OCC(=O)Nc1cc([N+](=O)[O-])ccc1Cl | 31 | -19
CCN(CC(=O)Nc1ccccc1C(=O)OC)S(=O)(=O)c1ccccc1 | 14 | -25
Cc1cccnc1NC(=O)CN1C(=O)c2ccccc2S1(=O)=O | -2 | -11
Cc1sc2ncnc(SCC(=O)c3ccc(Cl)s3)c2c1C | 10 | -17
